High-throughput results from PubChem.
GAA spleen mod = qHTS Assay for Inhibitors and Activators of Human alpha-Glucosidase From Spleen Homogenate; Lysosomal alpha-glucosidase (Homo sapiens), P10253; human spleen homogenate, 4-MU-alpha-glucoside fluorescence; Potency, µM (titrated, usually from 79.9 µM), for the others: at the top dose activity change, negative = inhibition, hits mostly inhibitors; 0.006% of 240,000 active;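 note: potency is the fitted concentration of half-maximal effect; 0% = enzyme with vehicle and -100% = no enzyme basal signal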
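Compounds were titrated against alpha-glucosidase in spleen homogenate at pH 5.0, with 1 mM 4-methylumbelliferyl substrate for 40 min at 37 C. Reactions were quenched with pH 10 NaOH/glycine and fluorescence measured.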
GAA glycogen = qHTS Assay for Inhibitors and Activators of Human alpha-Glucosidase Cleavage of Glycogen; 0.38% of 300,000 active; AID 2100, 2009; recombinant GAA, glycogen substrate, Amplex Red glucose oxidase fluorescence; Potency, µM (doses to about 76.4 µM), for the others: at the highest dose activity change, negative = inhibition, actives largely listed as inhibitors;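 note: potency is the fitted concentration of half-maximal effect; 0% = full enzyme reaction and -100% = no-enzyme basal signal; the screen sought inhibitors and activators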
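Recombinant enzyme (4 nM final) with compounds titrated up to 77 uM and bovine liver glycogen (30 ug) in citrate pH 5.0, 0.01% Tween-20, 37 C 40 min. Released glucose detected by Amplex Red/glucose oxidase (Ex 573/Em 610); AC50 from Hill fits.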
Lamin A splicing = qHTS Assay for Modulators of Lamin A Splicing; HeLa LMNA splicing GFP/RFP minigene ratio, 48 h; Potency, µM (doses to about 46.1 µM), for inactives: at the top dose ratio change, negative = inhibition, usual class: inhibitors; 0.01% of 200,000 active; active = well fitted inhibition curve with a large enough effect in the signal ratio, with a control signal flat, not every such curve was filed as active; inconclusive = small, poorly fitted or top-dose-only effect, or effect the other way, or a change in a side signal; the % refers to the signal ratio; note: potency is the fitted concentration of half-maximal effect; % is set by controls: 0 for no effect and ±100 for the full control effect
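S3 HeLa stable clones carrying a lamin A-EGFP splicing minigene plus DsRed2 were seeded at 600 cells/well in Opti-MEM with 2% FBS, pin-dosed and incubated 48 h at 37°C. Acumen cytometry (488 nm) gave the GFP/RFP total-intensity ratio.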
GAA inhib = qHTS Assay for Inhibitors of Human alpha-Glucosidase as a Potential Chaperone Treatment of Pompe Disease; Lysosomal alpha-glucosidase (Homo sapiens), P10253; purified human GAA, 4-MU-alpha-glucoside fluorescence; Potency, µM (series often up to 76.9 µM), for the others: at the top dose activity change, negative = inhibition, hits mostly inhibitors; 0.005% of 200,000 active; AID 1466, 2008;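 note: potency is the fitted concentration of half-maximal effect; plate controls were uninhibited enzyme wells for no effect and no-enzyme background for full effect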
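Enzyme (4 nM final) mixed with compound (up to 77 uM), then 4-MU-alpha-D-pyranoside (400 uM final) added; 20 min at room temperature, pH 5.0. Reaction stopped at pH 10, fluorescence read, AC50 derived by Hill fit.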
HTT aggregate = qHTS Multiplex Assay to Identify Dual Action Probes in a Cell Model of Huntington: Aggregate Formation (GFP). PC12 HttQ103-GFP aggregates, Acumen cytometry, 40 h. Potency, µM (titrated, usually from 46.1 µM), for the others: top-dose activity change, negative = inhibition, hits mostly inhibitors. 1.1% of 220,000 active. AID 1688, 2009; note: potency is the fitted concentration of half-maximal effect; % is set by controls: 0 for no effect and ±100 for the full control effect; nearly all actives have a fitted effect of over 60% in size
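Read-out: GFP aggregate count by laser scanning cytometer (488 nm excitation, 500-530 nm emission, 1–25 µm objects >6 SD above background). Cells: PC12, inducible HTTex1-Q103-GFP, 100 nM tebufenozide; compounds titrated.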
HTT cytoprotect = qHTS Multiplex Assay to Identify Dual Action Probes in a Cell Model of Huntington: Cytoprotection (ATP). Potency, µM (top dose mostly 56.4 µM), without a hit: cytoprotection (ATP increase), hits mostly activators. 0.14% of 230,000 active. AID 1471, 2008. PC12 HTT-Q103 induced, cytoprotection, ATP luminescence, 40 h;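 note: potency is the fitted concentration of half-maximal effect; % of control where 0% means no effect; nearly all actives have a fitted effect of over 45% in size; toxic huntingtin expression switched on by the ecdysone agonist tebufenozide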
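Rat PC12, Q103 Htt exon1-GFP fusion, ecdysone promoter; tebufenozide inducer 100 nM final; compound titration; qHTS, 1500 cells/well; ATPlite luminescent read.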
CBFb RUNX1 block = qHTS Assay for Compounds Blocking the Interaction Between CBF-beta and RUNX1 for the Treatment of Acute Myeloid Leukemia; AlphaScreen CBFb-His/RUNX1-biotin binding, biochemical; 230,000 tested, under 10 active; Potency, µM (top dose mostly 59.8 µM), for the others: at the highest dose activity, negative = inhibition, actives largely listed as inhibitors; note: % of control where 0% means no effect
Target sequence (Q01196 whole entry, looked up): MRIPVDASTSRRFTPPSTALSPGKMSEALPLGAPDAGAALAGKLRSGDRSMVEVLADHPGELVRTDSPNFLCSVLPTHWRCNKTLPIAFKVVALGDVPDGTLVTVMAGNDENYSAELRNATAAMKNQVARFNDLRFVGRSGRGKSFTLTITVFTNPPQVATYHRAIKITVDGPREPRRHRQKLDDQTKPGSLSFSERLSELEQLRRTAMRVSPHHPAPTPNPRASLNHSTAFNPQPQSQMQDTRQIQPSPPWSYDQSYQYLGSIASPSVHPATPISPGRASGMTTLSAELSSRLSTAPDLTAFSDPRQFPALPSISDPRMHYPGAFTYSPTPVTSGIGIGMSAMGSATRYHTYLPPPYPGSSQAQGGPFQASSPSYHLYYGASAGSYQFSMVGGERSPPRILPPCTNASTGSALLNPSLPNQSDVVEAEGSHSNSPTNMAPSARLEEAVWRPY
Target sequence (Q13951 whole entry, looked up): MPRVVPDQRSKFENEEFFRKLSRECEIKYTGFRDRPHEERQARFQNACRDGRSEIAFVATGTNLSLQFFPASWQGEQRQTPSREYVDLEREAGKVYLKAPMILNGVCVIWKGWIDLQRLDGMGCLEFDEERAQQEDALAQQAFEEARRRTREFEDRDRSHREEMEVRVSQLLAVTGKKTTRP
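CBF-beta (His) and RUNX1 (biotin), 30 nM each; 20 min preassociation; + compound, 15 min; + beads 50 ng each (Ni, streptavidin), 90 min; RT; AlphaScreen read.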
An asterisk follows results filed as active; ? = inconclusive; · = no result given; [ ] = another dose, or the depositor's remark. Unless noted, calls come from the whole dose curve; as a rule, active = well fitted curve in the direction sought with a large enough effect; inconclusive = small, poorly fitted or top-dose-only effect, or another doubt; inactive = no such curve, though single readings can be large; an effect the other way counts as inactive or inconclusive.

entry	Molecule	GAA inhib	Lamin A splicing	GAA glycogen	HTT aggregate
1	O=[N+]([O-])c1cc(CN2CCC(O)CC2)ccc1Cl	0%	9%[46 µM]	5%	17%
2	Cc1ccc(N2CC(C(N)=O)CC2=O)cc1 (stereo not drawn)	6%	-1%	-1%	1%
3	CCc1c(O)nc(SCC(=O)Nc2ccc3c(c2)CCC3)[nH]c1=O	-22%	9%	4%	5%
4	Cc1ccc(NC(=O)CSc2nnc(-c3cccs3)n2Cc2ccco2)cc1	-8%	13%	1%	1%
5	O=C(Nc1ccc(Cl)cc1C(=O)NCCN1CCOCC1)c1ccco1	-7%	2%	-7%	-2%
6	Cc1nc(NC(=O)CSc2nnc(C)n2CC2CCCO2)sc1C (stereo not drawn)	9%	-2%	-1%	0%
7	Cc1cc(C)n2nc(C(=O)N/N=C/c3cccc(Cl)c3)nc2n1	·	·	0%	-1%[9.22 µM]
8	CCn1ncc(NC(=O)Nc2cccc(C(F)(F)F)c2)c1C(N)=O	3%	6%	-4%	-20%

entry	HTT cytoprotect	CBFb RUNX1 block	GAA spleen mod
1	-6%[10 µM]	8%	1%
2	-23%[10 µM]	0%	-4%
3	-5%[10 µM]	-2%	1%
4	-16%	-3%	5%
5	8%[10 µM]	10%	-6%
6	13%	-4%	-8%
7	3%[10 µM]	-3%	0%
8	8%[0.074 µM]	2%	5%

Looked up one by one from the list above (2):
entry	Molecule	GAA inhib	Lamin A splicing	GAA glycogen	HTT aggregate
4	Cc1ccc(NC(=O)CSc2nnc(-c3cccs3)n2Cc2ccco2)cc1	-8%	13%	1%	1%
1	O=[N+]([O-])c1cc(CN2CCC(O)CC2)ccc1Cl	0%	9%[46 µM]	5%	17%

entry	HTT cytoprotect	CBFb RUNX1 block	GAA spleen mod
4	-16%	-3%	5%
1	-6%[10 µM]	8%	1%

Remaining list, next part.
entry	Molecule	GAA inhib	Lamin A splicing	GAA glycogen	HTT aggregate
9	Cc1nnc(SCC(=O)NC(=O)NCCC(C)C)s1	8%	5%[46 µM]	-5%	7%
10	O=C(Cn1c(=O)oc2cc(S(=O)(=O)N3CCCCC3)ccc21)N1CCc2ccccc2C1	-2%	4%	7%	13%
11	CCOC(=O)c1nnc(-c2ccccc2)nc1Sc1c(Cl)cccc1Cl	1%	?	7%	-10%
12	Cc1cc(C(=O)N2CCC(Cc3ccccc3)CC2)ccc1[N+](=O)[O-]	-2%	5%	-2%	1%
13	Cc1nc(N2CCCCC2)sc1C(=O)c1ccc(SCCO)c([N+](=O)[O-])c1	-5%	·	-1%	-23%
14	COc1ccc2nc(-c3ccco3)c(-c3ccco3)nc2c1	9%	5%	-15%	?
15	CC(C)(C)c1ccc(C(=O)c2c[nH]c(C(=O)NCc3ccco3)c2)cc1	-4%	?	4%	-3%
16	CCN1C(=O)C2(C(C#N)=C(N)Oc3n[nH]c(COC)c32)c2ccccc21 (stereo not drawn)	-2%	6%	0%	-2%

entry	HTT cytoprotect	CBFb RUNX1 block	GAA spleen mod
9	0%	11%	0%
10	-10%	0%	4%
11	-10%	-4%	7%
12	-8%	-9%	1%
13	-42%[inhibitor]	-23%	6%
14	-79%[inhibitor]	·	-4%
15	-39%[inhibitor]	-3%	-4%
16	-6%[0.074 µM]	5%	2%

The list goes on:
entry	Molecule	GAA inhib	Lamin A splicing	GAA glycogen	HTT aggregate
17	O=C(NCc1ccccc1)C1=C[C@@H](C2CCCCC2)C[C@@H](OCc2ccc(CO)cc2)O1	·	·	2%	1%[9.22 µM]
18	CCCCC(=O)Nc1ccc2c(c1)oc1ccccc12	-5%	-4%	3%	-13%
19	COc1cccc(C2N(c3ccccn3)C(=O)C3CCCN32)c1OC (stereo not drawn)	-4%	5%	5%	-14%
20	Cc1nc2ncnn2c(C)c1C/C=C/c1ccccc1	2%	12%[46 µM]	0%	-4%
21	COc1ccc(-c2noc(CNC(=O)Nc3ccc(F)cc3)n2)cc1	-6%	-37%[46 µM]	-4%	-9%
22	Cc1ccc(NC(=O)CCC(=O)N/N=C/c2cc([N+](=O)[O-])ccc2O)cc1	-4%	?	7%	?
23	O=C(Nc1nnc(-c2ccccc2Cl)o1)c1ccc(S(=O)(=O)N2CCCCCC2)cc1	-6%	?	6%	10µM*
24	CSc1nc2ccc(S(=O)(=O)N3CCOCC3)cc2s1	-1%	-10%	2%	-9%

entry	HTT cytoprotect	CBFb RUNX1 block	GAA spleen mod
17	18%[10 µM]	0%	-7%
18	-5%[1.9 µM]	13%	3%
19	-3%	5%	0%
20	0%[10 µM]	9%	-7%
21	-20%	0%	1%
22	-23%[10 µM]	-4%	-3%
23	-65%[inhibitor]	3%	3%
24	14%	20%	1%

The list continues:
entry	Molecule	GAA inhib	Lamin A splicing	GAA glycogen	HTT aggregate
25	COc1ccc(-c2nc(NC(=O)c3cc(C(C)(C)C)nn3C)sc2C)cc1	·	?	-12%	?
26	CN(C(=O)COc1ccc(C(C)(C)C)cc1)C1CCS(=O)(=O)C1 (stereo not drawn)	4%	0%	1%	7%
27	Cc1cc(C)c2c(N)c(C(=O)NN3CC(=O)N(c4ccccc4F)CC3=O)sc2n1	-2%	-6%	-6%	-10%
28	CCc1cccc(C)c1NC(=O)COn1nnc2ccc(C(F)(F)F)cc21	-2%	-7%	11%	-3%
29	COc1ccc(NC(=O)CSc2nnc(Cn3c(=O)sc4ccccc43)n2C)c(OC)c1	-2%	?	-5%	-24%
30	CC(=O)N=c1sccn1CC(=O)c1ccc([N+](=O)[O-])cc1	3%	0%	-5%	-4%
31	N#CCCn1cc(C(CC(=O)c2ccccc2)C(=O)O)c2ccccc21 (stereo not drawn)	8%	-17%	-3%	-2%
32	CCC(=O)N1CC2(CC(c3cccc([N+](=O)[O-])c3)=NO2)C[C@H]1C(=O)NCC(N)=O (stereo partly drawn)	0%	16%	4%	24%

entry	HTT cytoprotect	CBFb RUNX1 block	GAA spleen mod
25	-85%[inhibitor]	1%	-2%
26	-2%[10 µM]	7%	-5%
27	9%	10%	7%
28	-6%[1.9 µM]	-2%	1%
29	22%[10 µM]	-7%	-3%
30	-29%	-4%	-13%
31	-2%[10 µM]	-4%	2%
32	0%	0%	-3%

One compound at a time, from the list above.
CN(C(=O)COc1ccc(C(C)(C)C)cc1)C1CCS(=O)(=O)C1 (stereo not drawn) is listed with GAA inhib: 4%; Lamin A splicing: 0%; GAA glycogen: 1%; HTT aggregate: 7%; HTT cytoprotect: -2%[10 µM]; CBFb RUNX1 block: 7%; GAA spleen mod: -5%
CC(=O)N=c1sccn1CC(=O)c1ccc([N+](=O)[O-])cc1 is listed with GAA inhib: 3%; Lamin A splicing: 0%; GAA glycogen: -5%; HTT aggregate: -4%; HTT cytoprotect: -29%; CBFb RUNX1 block: -4%; GAA spleen mod: -13%

Continued:
entry	Molecule	GAA inhib	Lamin A splicing	GAA glycogen	HTT aggregate
33	O=C(c1ccccc1)c1ccc(N2CCNCC2)cc1	8%	2%	5%	-6%
34	Cc1ccc(C(=O)Nc2onc(C)c2C#N)cc1	-2%	?	4%	1%
35	CCCOc1ccc(C(=O)NCC(c2cccs2)N(C)C)cc1 (stereo not drawn)	1%	1%	-2%	26%
36	CCOC(=O)C1CCCN(CCC(=O)Nc2ccc(C)c(C)c2)C1 (stereo not drawn)	-1%	?	-7%	-13%
37	COc1ccc(N2CCN(c3oc(COc4ccccc4Cl)nc3C#N)CC2)cc1	?	?	5%	-8%
38	COc1ccc(OC)c2sc(NC(=O)c3ccc(S(=O)(=O)N4CCOCC4)cc3)nc12	-4%	0%	-1%	8%
39	CCN1CCN(C(=O)/C=C/c2ccc(C)o2)CC1	7%	-8%	6%	-2%
40	CCC(CC)C(=O)NCc1ccc(OC)cc1	3%	-12%[46 µM]	-9%	-7%

entry	HTT cytoprotect	CBFb RUNX1 block	GAA spleen mod
33	-14%	5%	-7%
34	7%[10 µM]	9%	4%
35	·	0%	0%
36	-2%[10 µM]	6%	9%
37	18%	?	-4%
38	-35%[10 µM]	3%	-2%
39	0%[10 µM]	-9%	-4%
40	·	6%	1%

Reprinted from the part before: two entries, then new ones.
entry	Molecule	GAA inhib	Lamin A splicing	GAA glycogen	HTT aggregate
39	CCN1CCN(C(=O)/C=C/c2ccc(C)o2)CC1	7%	-8%	6%	-2%
40	CCC(CC)C(=O)NCc1ccc(OC)cc1	3%	-12%[46 µM]	-9%	-7%
41	O=C(Nc1cccc([N+](=O)[O-])c1)c1cc2ccccc2cc1O	-10%	?	-2%	?
42	Cc1ccc2occ(C3N[C@H](C(=O)O)CS3)c(=O)c2c1 (stereo partly drawn)	-1%	2%	-29%	10%
43	CN(C)C=Nc1c(Br)cc(Br)c2nonc12	4%	1%	4%	?
44	COC(=O)c1ccccc1NC1c2ccccc2C(=O)N1c1cccnc1 (stereo not drawn)	-2%	0%	0%	9%
45	Cc1ccc(C)n1-c1ccncc1	0%	20%	15%	9%
46	O=C(CSc1nnc(-c2c[nH]c3ccccc23)n1CC1CCCO1)Nc1ccc2c(c1)OCCO2 (stereo not drawn)	-7%	-4%	3%	2%
47	N#Cc1ccc(Oc2ccc(-c3cnc4ccccc4n3)cc2)cc1C#N	-6%	2%	0%	-17%
48	Cc1nn(C)c(C)c1S(=O)(=O)N(CC(=O)Nc1ccccn1)c1ccc(C(C)C)cc1	3%	-6%	-2%	-5%
49	CC1(C)OC(=O)C(=CSc2ccc(C(C)(C)C)cc2)C(=O)O1	-2%	-9%[46 µM]	26%	19%

entry	HTT cytoprotect	CBFb RUNX1 block	GAA spleen mod
39	0%[10 µM]	-9%	-4%
40	·	6%	1%
41	-71%[inhibitor][10 µM]	?	-3%
42	-24%	-6%	-2%
43	-12%	23%	-6%
44	-2%[10 µM]	2%	0%
45	7%	-4%	0%
46	-7%	-4%	-4%
47	19%[10 µM]	1%	-6%
48	-6%	2%	0%
49	·	1%	9%

Compounds were not picked by outcome; about 1.5% have a hit in one of these screens.
